TCR-CD3 inh = inhibitors of human TCR-CD3 interaction, primary screen, biochemical, fluorescence, TAMRA-labeled TCR probe; 360,000 tested, 0.37% active; T-cell receptor (TCR); inhibition, % at 9.4 µM; in the data active = inhibition above about 19%;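 note: recombinant mutant TCR 2C K166C tagged with TAMRA read by polarization; 0% = receptor in buffer alone and 100% = receptor with positive control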
TDP2 inh = human TDP2 enzyme inhibitors, primary screen, biochemical, epi absorbance, recombinant enzyme | T5PNP hydrolysis, p-nitrophenol absorbance 415 nm | 370,000 tested, 0.34% active | inhibition, % at 12.8 µM | Tyrosyl-DNA phosphodiesterase 2 (Homo sapiens), O95551;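 active = inhibition above the mean of all tested compounds plus 3 SD, set per campaign, cut at about 25% in these data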;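 note: 0% = DMSO with enzyme and 100% = buffer with substrate but no TDP2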
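Assay system: recombinant human TDP2 / Reagent: T5PNP substrate at 5 mM, a TopII-DNA adduct mimic / Measured by: epi absorbance from released p-nitrophenol / Evaluation: % inhibition relative to enzyme-containing and enzyme-free wells / Control set: enzyme-free and DMSO wells / Replicates: each compound tested once, singlicate / Schedule: enzyme reaction with compound for 2 h at 37 °C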
LEDGF integ inh = blockers of LEDGF/p75-dependent integrase strand transfer – biochemical, TR-FRET, high throughput, primary screen; HIV-1 integrase (with human LEDGF/p75); AID 743269, 2014; TR-FRET IN-LEDGF/p75 DNA integration, Eu/Cy5; 370,000 tested, 0.64% active; inhibition, % at 3.7 µM;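 active = inhibition above the screen-wide mean plus 3 SD, cut at about 13% in these data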;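 note: signal is the Cy5 over europium emission ratio at 671 and 618 nm; 0% = plate median of compound wells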
PRMT1 FP inh = PRMT1 methyltransferase inhibitors, primary screen, biochemical, fluorescence polarization. Protein arginine N-methyltransferase 1 (Homo sapiens), Q99873. recombinant PRMT1, activity-based probe fluorescence polarization. inhibition, % at 2.79 µM. 370,000 tested, 1.3% active;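 active = inhibition above about 21% made by adding two undisclosed values, limit read from the data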
Tn7 DDE FP = inhibitors of Tn7 peptide binding to fibrin DD(E), primary screen, biochemical, fluorescence polarization, human fibrin, Tn7 probe; Fibrinogen beta chain (Homo sapiens), P02675; inhibition, % at 8.3 µM; FP displacement of FITC-Tn7 peptide from fibrin DD(E); 0% = median of compound wells per plate; 370,000 tested, 0.13% active;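 active = inhibition above the mean of compounds falling within the control limits plus 3 SD of them, cut at about 14% in these data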;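 note: 0% = plate median of compound wells and 100% = 10 µM Aha-Tn7 peptide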
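Test system – human fibrin DD(E) · Times – 10 min preincubation, 3 h with tracer, room temperature · Detection – fluorescence polarization of the labelled Tn7 tracer · Measure – percent inhibition normalized to high-control wells · Benchmarks – high control wells with 10 µM unlabelled Aha-Tn7 peptide (full inhibition) · Repeats – singlicate testing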
PG9 Ab binder = binders of HIV-1 gp120 antibody PG9, primary screen, biochemical, TR-FRET. HIV-1 gp120 / PG9 antibody interaction. inhibition, % at 6.7 µM. 360,000 tested, 0.43% active. TR-FRET gp120-PG9 antibody binding; in the data active = inhibition above about 8.5%
HTRA1 inhibitor = HTRA1 serine protease inhibitors, primary screen, biochemical, fluorescence polarization, HTS. Q92743. 340,000 tested, 0.5% active. recombinant HTRA1, FP-rhodamine activity-based probe. inhibition, % at 5.96 µM. AID 504803, 2011; in the data active = inhibition above about 36%;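 note: 0% = enzyme with DMSO and 100% = wells lacking enzyme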
Target sequence (Q92743 whole entry, looked up): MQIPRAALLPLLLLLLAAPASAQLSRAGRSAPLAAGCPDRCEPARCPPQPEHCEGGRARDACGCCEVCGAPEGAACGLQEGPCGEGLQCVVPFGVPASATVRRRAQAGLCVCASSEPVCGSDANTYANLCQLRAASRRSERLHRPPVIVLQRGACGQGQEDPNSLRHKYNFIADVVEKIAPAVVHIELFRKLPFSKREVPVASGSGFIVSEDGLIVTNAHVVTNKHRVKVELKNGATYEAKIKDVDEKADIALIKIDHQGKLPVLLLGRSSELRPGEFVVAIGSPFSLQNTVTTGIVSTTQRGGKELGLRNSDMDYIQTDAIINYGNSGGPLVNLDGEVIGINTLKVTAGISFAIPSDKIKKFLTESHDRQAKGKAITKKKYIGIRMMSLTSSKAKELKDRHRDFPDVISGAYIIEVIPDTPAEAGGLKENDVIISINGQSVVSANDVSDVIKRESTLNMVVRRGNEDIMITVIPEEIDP
ABHD4 inh = ABHD4 inhibitors, primary screen, biochemical, fluorescence polarization, mouse; purified mABHD4, FP-Rh probe fluorescence polarization; 370,000 tested, 0.54% active; (Lyso)-N-acylphosphatidylethanolamine lipase (Mus musculus), Q8VD66; inhibition, % at 8.92 µM;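 active = inhibition exceeding the mean over every tested compound plus 3 SD, cut at about 30% in these data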;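 note: 0% = plate median of compound wells and 100% = S159A mutant with DMSO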
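Assay system: mABHD4 protein; medium: HEPES pH 7.0, NaCl, Pluronic buffer; dosing: 8.92 µM, single dose; schedule: 45 min + 60 min at 25 °C; signal: FP readout, ex 525 nm / em 598 nm; read-out: normalized percent inhibition of probe labeling; repeats: single replicate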
UHRF1 MBD2 ctr = UHRF1 methylated DNA binding inhibitors, primary screen, counter-screen for MBD2 inhibitor project, biochemical, TR-FRET, human UHRF1, single concentration. UHRF1 binding to methylated oligo. inhibition, % at 4.4 µM. 370,000 tested, 0.75% active; in the data active = inhibition above about 21%;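 note: UHRF1 SRA domain binding a hemimethylated CpG hairpin DNA probe; 0% = median of test compound wells and 100% = reference inhibitor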
SIAE inh = human SIAE inhibitors, primary screen, biochemical, fluorescence polarization, FP-Rh probe, 1536-well HTS | Sialate O-acetylesterase (Homo sapiens), Q9HAT2 | SIAE FP-Rh probe binding | inhibition, % at 9.66 µM | 370,000 tested, 0.69% active;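 active = inhibition above a cutoff: mean of compounds within the control limits plus 3 SD of those, cut at about 17% in these data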;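 note: 0% = plate median of compound wells and 100% = probe without SIAE protein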
Target sequence (Q9HAT2 whole entry, looked up): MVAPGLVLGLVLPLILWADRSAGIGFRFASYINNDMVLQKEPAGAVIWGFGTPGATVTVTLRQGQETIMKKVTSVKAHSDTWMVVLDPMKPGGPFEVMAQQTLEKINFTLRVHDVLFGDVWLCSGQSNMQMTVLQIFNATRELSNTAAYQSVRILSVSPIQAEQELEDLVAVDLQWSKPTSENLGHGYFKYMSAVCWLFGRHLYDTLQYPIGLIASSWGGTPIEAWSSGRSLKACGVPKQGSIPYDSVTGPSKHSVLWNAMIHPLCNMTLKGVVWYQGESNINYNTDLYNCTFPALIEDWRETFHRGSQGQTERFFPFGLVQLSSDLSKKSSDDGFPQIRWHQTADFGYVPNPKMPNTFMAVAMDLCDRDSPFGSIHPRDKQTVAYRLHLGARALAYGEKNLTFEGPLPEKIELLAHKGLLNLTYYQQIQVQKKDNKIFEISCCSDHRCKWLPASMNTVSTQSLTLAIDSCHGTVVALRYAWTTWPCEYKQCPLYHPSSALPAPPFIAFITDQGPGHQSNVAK
* = called active by the depositor.

Screening CCOC(=O)c1nnn(CC(=O)NC(=O)Nc2ccc(F)cc2)c1C(=O)OCC returned TCR-CD3 inh 2, TDP2 inh 14, LEDGF integ inh 1, PRMT1 FP inh -1, Tn7 DDE FP -1, PG9 Ab binder 0.3, HTRA1 inhibitor -6, ABHD4 inh -4, UHRF1 MBD2 ctr 1 and SIAE inh -3.
Screening Oc1c(Br)cc(Br)cc1C=Nc1cccc2ncccc12 returned TCR-CD3 inh 15, TDP2 inh 24, LEDGF integ inh 3, PRMT1 FP inh 3, Tn7 DDE FP 2, PG9 Ab binder -3.0, HTRA1 inhibitor 32, ABHD4 inh 19, UHRF1 MBD2 ctr -7 and SIAE inh 22*.
For Cc1sc2nc(CSCC(=O)NC3(C#N)CCCCC3)[nH]c(=O)c2c1C the results were TCR-CD3 inh -2, TDP2 inh -5, LEDGF integ inh -1, PRMT1 FP inh 25*, Tn7 DDE FP 5, PG9 Ab binder 3.1, HTRA1 inhibitor 2, ABHD4 inh -2, UHRF1 MBD2 ctr 1 and SIAE inh 3.
COc1cc(C(=O)O)c([N+](=O)[O-])c(OC)c1OC was read as TCR-CD3 inh 7, TDP2 inh -3, LEDGF integ inh -3, PRMT1 FP inh -3, Tn7 DDE FP 4, PG9 Ab binder -0.3, HTRA1 inhibitor -3, ABHD4 inh -3, UHRF1 MBD2 ctr -1 and SIAE inh -1.
COCCCn1c(=O)c2sccc2n2c(CCCC(=O)N3CCN(c4ccccn4)CC3)nnc12 was read as TCR-CD3 inh -3, TDP2 inh 13, LEDGF integ inh 0, PRMT1 FP inh -1, Tn7 DDE FP 12, PG9 Ab binder 0.2, HTRA1 inhibitor 4, ABHD4 inh 4, UHRF1 MBD2 ctr 0 and SIAE inh -1.
CC(C)CCNC(=S)Nc1ccccn1 was read as TCR-CD3 inh 12, TDP2 inh -11, LEDGF integ inh 3, PRMT1 FP inh 6, Tn7 DDE FP -6, PG9 Ab binder -3.4, HTRA1 inhibitor 0, ABHD4 inh 7, UHRF1 MBD2 ctr -1 and SIAE inh 3.
Screening O=C(O)CCC1(c2ccccc2)NC(=O)NC1=O (centres undefined) returned TCR-CD3 inh 1, TDP2 inh 2, LEDGF integ inh 3, PRMT1 FP inh -2, Tn7 DDE FP -2, PG9 Ab binder -0.9, HTRA1 inhibitor 16, ABHD4 inh 5, UHRF1 MBD2 ctr 2 and SIAE inh 0.
COc1ccccc1N1CCN(C(=O)c2ccc3ncsc3c2)CC1 was read as TCR-CD3 inh -3, TDP2 inh -10, LEDGF integ inh -8, PRMT1 FP inh 12, Tn7 DDE FP 1, PG9 Ab binder 0.3, HTRA1 inhibitor -5, ABHD4 inh 4, UHRF1 MBD2 ctr 1 and SIAE inh 1.
`COC(=O)c1ccc2[nH]c(C(C)(C)O)c(C)c2c1` gave TCR-CD3 inh 0, TDP2 inh -5, LEDGF integ inh 1, PRMT1 FP inh 3, Tn7 DDE FP 2, PG9 Ab binder -0.6, HTRA1 inhibitor 5, ABHD4 inh -2, UHRF1 MBD2 ctr 19 and SIAE inh -6.
Cc1cc(N2CCN(C(=O)OC(C)(C)C)CC2)n2ncnc2n1 was read as TCR-CD3 inh 8, TDP2 inh -2, LEDGF integ inh -1, PRMT1 FP inh -1, Tn7 DDE FP 2, PG9 Ab binder 1.5, HTRA1 inhibitor -1, ABHD4 inh -3, UHRF1 MBD2 ctr -6 and SIAE inh -1.
Cc1cc(C)c(NC(=O)CN2CCOCCOCCOCCOCC2)c(C)c1 was read as TCR-CD3 inh 1, TDP2 inh -18, LEDGF integ inh -2, PRMT1 FP inh -2, Tn7 DDE FP -2, PG9 Ab binder 1.2, HTRA1 inhibitor -4, ABHD4 inh -6, UHRF1 MBD2 ctr 2 and SIAE inh -11.
`CC(C)C12NC(=O)NC(=O)N1CCS2` (centres undefined) gave TCR-CD3 inh -3, TDP2 inh 9, LEDGF integ inh -3, PRMT1 FP inh 5, Tn7 DDE FP 9, PG9 Ab binder 0.5, HTRA1 inhibitor 4, ABHD4 inh -2, UHRF1 MBD2 ctr 1 and SIAE inh -3.
For CCOC(=O)C1CCN(C(=O)COc2cc(C)c(Br)cc2C)CC1 the results were TCR-CD3 inh 1, TDP2 inh -3, LEDGF integ inh -1, PRMT1 FP inh 2, Tn7 DDE FP -3, PG9 Ab binder 2.4, HTRA1 inhibitor -10, ABHD4 inh -4, UHRF1 MBD2 ctr -1 and SIAE inh -9.
For Oc1ccc(CN2CCN(Cc3ccccc3)CC2)c2cccnc12 the results were TCR-CD3 inh -3, TDP2 inh 0, LEDGF integ inh -4, PRMT1 FP inh 3, Tn7 DDE FP -3, PG9 Ab binder -3.0, HTRA1 inhibitor 28, ABHD4 inh 8, UHRF1 MBD2 ctr -2 and SIAE inh 5.
For COc1c(C=NNC(N)=O)c(OC)c(OC)c2c1CCO2 the results were TCR-CD3 inh 7, TDP2 inh 8, LEDGF integ inh -1, PRMT1 FP inh 3, Tn7 DDE FP -5, PG9 Ab binder -3.3, HTRA1 inhibitor 9, ABHD4 inh 5, UHRF1 MBD2 ctr 1 and SIAE inh -1.
O=C(OCc1ccc(Br)cc1)c1ccncc1 was read as TCR-CD3 inh 1, TDP2 inh -10, LEDGF integ inh -2, PRMT1 FP inh -1, Tn7 DDE FP -4, PG9 Ab binder -3.3, HTRA1 inhibitor -15, ABHD4 inh 0, UHRF1 MBD2 ctr 2 and SIAE inh -2.
`COc1ccc(NS(=O)(=O)c2cccc(NC(=O)CNC(C)=O)c2)cc1` gave TCR-CD3 inh -1, TDP2 inh 3, LEDGF integ inh -2, PRMT1 FP inh -3, Tn7 DDE FP -6, PG9 Ab binder 0.0, HTRA1 inhibitor 3, ABHD4 inh -3, UHRF1 MBD2 ctr 1 and SIAE inh -3.
`O=C(N/N=C/c1ccc(O)cc1O)NC12CC3CC(CC(C3)C1)C2` gave TCR-CD3 inh 2, TDP2 inh -14, LEDGF integ inh 3, PRMT1 FP inh -4, Tn7 DDE FP 0, PG9 Ab binder -1.7, HTRA1 inhibitor 27, ABHD4 inh 4, UHRF1 MBD2 ctr -4 and SIAE inh 9.
`Cc1cnc(C(=O)OCC(=O)NC2CCCC(C)C2C)cn1` (centres undefined) gave TCR-CD3 inh -2, TDP2 inh 2, LEDGF integ inh -9, PRMT1 FP inh 0, Tn7 DDE FP -7, PG9 Ab binder -1.0, HTRA1 inhibitor 4, ABHD4 inh 2, UHRF1 MBD2 ctr -2 and SIAE inh -3.
For COc1ccc2nc(NC3=NCCC3)sc2c1 the results were TCR-CD3 inh -2, TDP2 inh 8, LEDGF integ inh 2, PRMT1 FP inh -4, Tn7 DDE FP -1, PG9 Ab binder -0.8, HTRA1 inhibitor -1, ABHD4 inh 1, UHRF1 MBD2 ctr -2 and SIAE inh -2.
CN(C)NC(=S)Nc1cccc(Cl)c1 was read as TCR-CD3 inh -4, TDP2 inh -6, LEDGF integ inh 4, PRMT1 FP inh -1, Tn7 DDE FP -11, PG9 Ab binder -3.4, HTRA1 inhibitor -7, ABHD4 inh -1, UHRF1 MBD2 ctr 2 and SIAE inh -1.
Screening CC(=O)c1ccc(NC(=O)c2ccc(CNc3c(N4CCOCC4)c(=O)c3=O)cc2)cc1 returned TCR-CD3 inh -5, TDP2 inh -1, LEDGF integ inh -6, PRMT1 FP inh 3, Tn7 DDE FP 2, PG9 Ab binder -0.8, HTRA1 inhibitor -5, ABHD4 inh -3, UHRF1 MBD2 ctr 2 and SIAE inh 5.
`CC(=O)N1c2ccc(S(=O)(=O)N3CCC(C(=O)Nc4cccc(C(F)(F)F)c4)CC3)cc2CC1C` (centres undefined) gave TCR-CD3 inh 4, TDP2 inh -7, LEDGF integ inh 4, PRMT1 FP inh -6, Tn7 DDE FP 2, PG9 Ab binder 1.7, HTRA1 inhibitor -31, ABHD4 inh -23, UHRF1 MBD2 ctr 0 and SIAE inh -20.
`Cc1ccc(O)c(NC(=O)C2CC(c3c(F)cccc3Cl)=NO2)c1` (centres undefined) gave TCR-CD3 inh -3, TDP2 inh 0, LEDGF integ inh -2, PRMT1 FP inh 0, Tn7 DDE FP -3, PG9 Ab binder -0.7, HTRA1 inhibitor -20, ABHD4 inh 2, UHRF1 MBD2 ctr 2 and SIAE inh 1.
CCOC(=O)C1CCCN(S(=O)(=O)c2ccc3c(c2)C(C)(C)C(=O)N3C)C1 (centres undefined) was read as TCR-CD3 inh 7, TDP2 inh 3, LEDGF integ inh -4, PRMT1 FP inh -3, Tn7 DDE FP -4, PG9 Ab binder -0.6, HTRA1 inhibitor 3, ABHD4 inh 3, UHRF1 MBD2 ctr -1 and SIAE inh 12.
Screening COc1ccc(-c2cn(/N=C/c3ccc(Cl)cc3Cl)c(N)n2)cc1 returned TCR-CD3 inh -3, TDP2 inh 5, LEDGF integ inh -2, PRMT1 FP inh 1, Tn7 DDE FP -6, PG9 Ab binder 0.6, HTRA1 inhibitor -26, ABHD4 inh 4, UHRF1 MBD2 ctr -6 and SIAE inh -4.
For CCN1C(=O)[C@@H]2[C@@H](c3ccc(-c4ccc(F)cc4)c(OC)c3)N3CCCC[C@@]3(C(=O)OC)[C@@H]2C1=O the results were TCR-CD3 inh -4, TDP2 inh -4, LEDGF integ inh 3, PRMT1 FP inh 2, Tn7 DDE FP -1, PG9 Ab binder 0.0, HTRA1 inhibitor -4, ABHD4 inh -5, UHRF1 MBD2 ctr 11 and SIAE inh -2.
Cc1noc(C)c1C(=O)OCC(=O)Nc1cc(Cl)ccc1Oc1ccccc1 was read as TCR-CD3 inh 5, TDP2 inh -13, LEDGF integ inh -3, PRMT1 FP inh 3, Tn7 DDE FP -1, PG9 Ab binder -1.6, HTRA1 inhibitor -7, ABHD4 inh -20, UHRF1 MBD2 ctr 1 and SIAE inh -5.
